Source: PubChem BioAssay (several laboratories)
RBBP9 inh: human RBBP9 hydrolase inhibition. 0.2% of 220,000 active. inhibition, % at 7.94 µM. O75884. recombinant RBBP9, FP-Rh probe fluorescence polarization;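 active means inhibition above the campaign mean of all tested compounds plus 3 SD, cut at about 14% in these data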;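 further: plate controls were DMSO wells with RBBP9 for no effect and wells lacking RBBP9 protein for full effect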
Target sequence (O75884 whole entry, looked up): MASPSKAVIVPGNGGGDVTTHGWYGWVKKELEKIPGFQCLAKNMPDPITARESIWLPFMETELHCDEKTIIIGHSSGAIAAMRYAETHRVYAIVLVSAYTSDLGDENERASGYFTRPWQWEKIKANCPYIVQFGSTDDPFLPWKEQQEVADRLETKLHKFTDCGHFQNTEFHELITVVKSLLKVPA
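Test system – recombinant human RBBP9 · Input – RBBP9 2.5 µM in dispensing solution, pre-mixing · Medium – Tris buffer pH 8.0, NaCl, Pluronic · Schedule – preincubation 30 min plus labeling 45 min at 25 °C · Measured by – fluorescence polarization · Measure – % inhibition · Controls – DMSO and no-protein wells · Replicates – one well per compound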
PPC-1+TRAIL kill: compounds killing PPC-1 cancer cells with TRAIL present (potentiator screen, no TRAIL-free arm). PPC-1 cells + TRAIL, ATPLite viability luminescence. cell killing (% activity), % at 4 µM. 0.41% of 220,000 active. AID 1443;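 active means cell killing above 50% in the first pass at 4 µM, then a duplicate retest at 5 µM averaging 50% or more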;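 further: plate controls were cells with TRAIL plus DMSO for no effect and medium-only wells lacking cells for full effect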
TNF death inh: blocks TNF-alpha induced death of Jurkat FADD-/- cells. Jurkat FADD-/- TNF necroptosis rescue, ATP luminescence, 24 h; 0 = TNF only, 100 = no-TNF cells. activation (protection from cell death), % at 10 µM. 0.068% of 220,000 active. AID 463075;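 active means activation, meaning protection from cell death, of at least 50% relative to plate controls; inactive means activation below 50%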;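 further: necroptosis triggered by 40 ng/mL TNF-alpha added together with compound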
TRPML3 ag: activates the human TRPML3 channel; Q8TDD5; HEK293 TRPML3-YFP, Fluo-8 calcium fluorescence; 100% = the carbachol control signal; activation, % at 3 µM; 0.29% of 220,000 active; AID 1448;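 active means activation above its plate's cutoff, the mean activation of the plate's test wells plus 3 SD, cut at about 12% in these data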;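 further: 0% = DMSO only wells and 100% = carbachol wells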
Target sequence (Q8TDD5 whole entry, looked up): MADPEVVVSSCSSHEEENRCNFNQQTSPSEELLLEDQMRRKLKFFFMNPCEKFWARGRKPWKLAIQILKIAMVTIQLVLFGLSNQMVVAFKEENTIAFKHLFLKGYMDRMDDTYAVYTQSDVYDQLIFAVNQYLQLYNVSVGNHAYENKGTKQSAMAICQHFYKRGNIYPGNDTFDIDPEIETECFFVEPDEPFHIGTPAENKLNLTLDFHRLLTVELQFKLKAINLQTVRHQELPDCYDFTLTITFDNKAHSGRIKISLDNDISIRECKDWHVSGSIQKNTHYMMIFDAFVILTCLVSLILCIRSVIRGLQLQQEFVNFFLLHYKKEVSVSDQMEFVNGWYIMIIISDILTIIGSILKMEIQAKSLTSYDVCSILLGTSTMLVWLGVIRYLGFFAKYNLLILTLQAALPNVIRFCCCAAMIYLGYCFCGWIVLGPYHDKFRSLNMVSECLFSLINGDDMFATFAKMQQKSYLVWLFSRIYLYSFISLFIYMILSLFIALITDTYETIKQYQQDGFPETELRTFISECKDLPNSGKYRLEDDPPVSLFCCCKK
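Material: HEK293 cells stably carrying human TRPML3-YFP; compound dosing: single dose, 3 µM final nominal compound, 0.3% DMSO final; incubation: 1-h 37 °C dye load, 5-s basal, 120-s post-compound reads; technique: Fluo-8 intracellular calcium fluorescence, excitation 470-495 nm, emission 515-575 nm; read-out basis: percent activation from peak-to-basal fluorescence ratio, scaled between DMSO and carbachol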
Wee1 stabilizer: blocks degradation of human Wee1 kinase | P30291 | HeLa Luc-Wee1K328M stability, luciferase luminescence; 100% = proteasome inhibitor MG132 effect | reporter increase, % at 5 µM | 1.2% of 220,000 active | AID 1321;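 active means activation above the mean of all tested compounds plus 3 SD, set per screening run, cut at about 8.8% in these data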;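 further: cells exposed to compound for 20 h before luminescence read; 0% = DMSO alone and 100% = MG132 at 30 µM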
BaF3 parental: parental Ba/F3 viability inhibition as JAK2V617F counter-screen; CellTiter-Glo ATP luminescence; inhibition, % at 5.6 µM; 1.1% of 220,000 active; AID 1486;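 active means inhibition above a per-campaign cutoff, the mean inhibition of all tested compounds plus 3 SD, cut at about 27% in these data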;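 further: 0% = DMSO wells and 100% = JAK Inhibitor I control wells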
TRPN1 ag: zebrafish TRPN1 (NompC) channel agonism. HEK293 zebrafish TRPN1-YFP, Fluo-8 calcium fluorescence; 100% = response to 87 µM carbachol. activation, % at 3 µM. 0.18% of 220,000 active. AID 1424;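 active means activation above its plate's cutoff, the mean activation of test wells on that plate plus 3 SD, cut at about 19% in these data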;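 further: 0% = DMSO alone and 100% = 87 µM carbachol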
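Material – zebrafish TRPN1-YFP in HEK293 cells · Doses – 3 µM single point · Schedule – dye 1 h 37 °C plus 30 min RT · Signal – Fluo-8 calcium fluorescence, excitation 470-495 nm, emission 515-575 nm · Read-out – % activation versus carbachol response · Control set – carbachol high, DMSO low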
CHOP inh: CHOP inhibition in unfolded protein response; CHO-K1 CHOP-promoter luciferase, tunicamycin-induced, 15-18 h; inhibition, % at 10 µM; 3.8% of 220,000 active;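 active means compounds that reduced the stress-induced luciferase reporter signal by more than about 70% of percent inhibition, limit read from the data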;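 further: 0% = tunicamycin plus vehicle and 100% = wells without tunicamycin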
Ba/F3 V617F tox: loss of viability in JAK2V617F-driven Ba/F3 cells; Ba/F3 EpoR-JAK2V617F viability, ATP luminescence; inhibition, % at 5.6 µM; 1.1% of 220,000 active; AID 1446;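 active means inhibition above the campaign mean plus 3 SD over all tested compounds, cut at about 24% in these data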;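 further: cytokine-independent growth of Ba/F3 cells driven by EpoR plus mutant JAK2; 0% = DMSO-treated cells and 100% = JAK inhibitor I control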
* marks the source's active call; other numbers are inactive results; / = not tested or not shown.

SMILES	RBBP9 inh	PPC-1+TRAIL kill	TNF death inh	TRPML3 ag	Wee1 stabilizer	BaF3 parental	TRPN1 ag	CHOP inh	Ba/F3 V617F tox
O=c1c2oc3ccccc3c2[nH]c(=S)n1-c1ccccc1	-3	3	1.5	1.2	1	7	-0.3	13	-2
c1ccc(-c2nnc(CSc3nc4ccccc4[nH]3)o2)cc1	-7	8	1.3	-1.0	-2	2	0.7	31	4
COc1ccc(NC(=S)N2CCCC2)cc1OC	0	-8	0.0	0.7	-1	4	2.1	-1	0
COc1cc2ncnc(NCc3ccc(C)o3)c2cc1OC	-7	6	2.6	0.6	2	3	0.4	22	1
COc1ccc(Nc2nc3c(c(=O)n(C)c(=O)n3C)n2CCO)cc1	-6	-10	-1.9	0.4	2	7	0.8	5	2
COc1ccc(/C=N/Nc2nc3ccccc3[nH]2)c(OC)c1OC	-6	21	25	-0.4	1	0	-1.1	-44	-2
Cc1ccc(C)c(N2CN(Cc3ccco3)CNC2=S)c1	-1	-9	1.2	0.1	-4	0	-0.3	-29	-5
COc1ccccc1Oc1ncnc2sccc12	-4	11	1.3	-0.1	-3	5	0.4	9	2
CCc1ccc(C2CC(=O)N(c3ccc(F)cc3)C3=C2C(=O)OC3)cc1 (configuration not stated)	3	/	0.4	0.4	0	3	-0.6	12	1
CCCOC(=O)c1ccc(Cl)c(NC(=O)c2cccnc2)c1	1	-5	2.2	-0.2	4	12	-1.5	10	1
COC(=O)/C(=C/Nc1ccccc1)[N+](=O)[O-]	-3	-2	-0.7	0.0	1	5	0.6	0	-2
CC(=O)c1c(C)nc2sc3c(=N)n(N)cnc3c2c1-c1ccc(Cl)cc1	-5	3	0.8	0.0	3	0	-1.9	-16	-2
Cc1ccc(N2C(=O)CSC2c2cccnc2)c(Cl)c1 (configuration not stated)	7	25	-7.8	-0.5	-1	7	-1.5	-7	0
Cc1ccc(C(=O)Nc2sc(C(=O)N(C)C)c(C)c2C#N)cc1	6	19	0.0	1.3	-3	6	1.2	-18	-2
CCCc1[nH]nc2c1C1(C(=O)N(C(C)C)c3ccccc31)C(C#N)=C(N)O2 (configuration not stated)	-10	-1	-1.8	-0.1	1	3	1.5	30	4
CCOC(=O)N1CCC(NC(=O)c2cc(S(=O)(=O)NCCc3ccccc3)ccc2F)CC1	-13	8	-2.1	0.7	-1	3	3.0	8	0
CC1(C)CC(=O)C(N=Nc2ccc(S(=O)(=O)N3CCOCC3)cc2)=C(O)C1	1	11	-2.4	0.9	0	-1	1.0	18	-3
O=C(N/N=C/c1cc2c(cc1Cl)OCO2)c1ccc2c(c1)OCCO2	-5	8	-6.4	0.0	-3	1	0.2	-14	-2
Cc1ccc(C(=O)NC2CC3CCCC(C2)N3C(=S)NCc2ccco2)cc1 (configuration not stated)	4	5	-0.2	1.0	-4	9	0.2	20	0
O=C(CSc1nnc(-c2ccco2)n1CC1CCCO1)NC1CCCC1 (configuration not stated)	-9	-1	-1.3	0.4	-1	0	-0.9	-24	2
COc1ccccc1N1CCN(C(=O)c2sc3nc(-c4ccc(F)cc4)cn3c2C)CC1	-5	1	-6.3	1.6	-1	7	8.0	68	3
CCC1C(=O)N(C)CCc2ccccc21 (configuration not stated)	-3	18	0.6	0.8	-2	-4	-0.3	14	-4
Cc1cc(Cl)ccc1C(=O)C1CCCN(C(=O)c2cc(C(C)C)no2)C1 (configuration not stated)	-14	-13	1.1	-0.3	-1	2	-1.7	11	2
CN(C)c1nccc(Nc2ccccc2)c1C#N	1	-6	-2.2	0.1	2	3	-0.2	-8	-3
O=C(CCC1CCCCC1)N1CCN(Cc2ccc3c(c2)OCO3)CC1	-7	16	-0.6	1.1	-2	4	1.1	22	-2
SMILES	RBBP9 inh	PPC-1+TRAIL kill	TNF death inh	TRPML3 ag	Wee1 stabilizer	BaF3 parental	TRPN1 ag	CHOP inh	Ba/F3 V617F tox
C/C(=N\O)C(C)NC(=O)c1ccccc1 (configuration not stated)	-6	13	-0.2	0.2	5	2	-1.9	3	-1
CN(C)CCNc1oc(COc2ccc(-c3ccccc3)cc2)nc1C#N	-6	12	-9.1	1.5	-2	4	1.7	26	4
CSc1nc(N)nc(SCC(=O)C23CC4CC(CC(C4)C2)C3)c1C#N	1	15	-1.9	0.2	-1	3	-0.3	56	-4
CC(C)(C)NC(=O)C1CCC(C)(C(=O)O)C1(C)C (configuration not stated)	-1	23	-1.7	-0.5	3	2	-0.5	3	2
COc1cccc(C(=O)N2CCN(C(=O)Cc3ccccc3)CC2)c1	-12	9	2.2	-0.1	-1	0	1.4	-9	-2
CCOC(=O)c1sc(NC(=O)Cc2ccc(C)cc2)nc1C	-6	3	7.6	-0.7	3	6	-1.6	30	1
Cc1ccc(S(=O)(=O)N2CCN=C2SCc2cccnc2)cc1	-5	-9	-1.1	0.2	-2	1	-0.8	14	1
O=C(O)CNC(=O)c1ccccc1NC(=O)c1ccco1	-6	-4	0.8	0.0	-1	0	0.5	-2	-2
CC(=O)N(/N=C1\Sc2ccccc2C1=O)c1ccc(C)cc1C	-8	25	-4.2	0.6	-3	4	0.4	65	-4
O=C(COc1cccnc1[N+](=O)[O-])NCc1ccc2c(c1)OCO2	-2	12	1.5	0.7	6	-6	1.9	6	-4
O=C(N/N=C/c1ccc(-c2cccc(C(F)(F)F)c2)o1)c1ccccc1O	-7	36	0.7	0.6	-1	5	1.0	90*	-1
CCOc1ccc(Cl)cc1/C=N/O	-5	-10	-1.8	-1.5	0	-1	-2.2	30	-3
O=C(COC(=O)c1cccc([N+](=O)[O-])c1)NCC1CCCO1 (configuration not stated)	-3	14	0.6	1.0	6	1	-0.5	-18	-4
Cn1c(CCC(=O)OCC(=O)Nc2ccc(Oc3ccccc3)cc2)nc(=O)c2ccccc21	1	-20	1.2	-0.1	1	5	-1.1	12	-5
C=CCn1c(CSc2nc3ccccc3s2)nnc1SCC(=O)OCC	-7	1	-0.1	0.3	-1	6	0.9	3	2
NC(=O)CS(=O)(=O)c1nc2ccccc2n1Cc1ccccn1	2	1	1.1	0.8	-1	6	1.4	6	1
CC(=O)N(/N=C1\Sc2ccccc2C1=O)c1cccc(C)c1	-6	8	-8.4	-0.9	-1	6	-1.5	45	3
CC1=C(C)CC2(SC1)C(=O)N(c1ccccc1)N=C2N (configuration not stated)	-4	-10	0.8	0.1	-1	1	0.6	18	1
CCN(CC)S(=O)(=O)c1ccc(N2CCCC2)c(NC(=O)Cc2ccc(OC)cc2)c1	-4	-15	1.6	0.0	-3	10	-2.9	11	-2
COC(=O)C1CCN(CCCOc2ccc(CN3CCN(c4ccc([N+](=O)[O-])cc4)CC3)cc2)CC1	-3	12	0.7	3.5	0	7	5.5	-14	4
Cc1cccc(OCCCCCNCCO)c1	-4	2	1.5	-0.1	4	2	1.4	/	0
COC(=O)c1c(N2C(=O)CC(Sc3ncccc3C(=O)O)C2=O)sc(C)c1C (configuration not stated)	-6	17	3.5	0.7	-1	0	2.2	-15	-2
Cc1ccc2c(c1)N(Cc1ccccn1)C(=O)C(C)O2 (configuration not stated)	-8	14	-1.9	-0.3	0	2	-0.6	0	3
COCCN(Cc1cc2cc3c(cc2nc1Cl)OCO3)C(=O)Nc1ccccc1OC	-10	9	-5.3	0.5	-1	7	0.6	37	2
COc1ccccc1C(=O)N=C1NC(=O)CC2C(=O)NCCN12 (configuration not stated)	-5	4	-0.2	1.1	0	-1	-0.2	8	0
SMILES	RBBP9 inh	PPC-1+TRAIL kill	TNF death inh	TRPML3 ag	Wee1 stabilizer	BaF3 parental	TRPN1 ag	CHOP inh	Ba/F3 V617F tox
Cc1ccc(O)c(C(=O)c2cnn(-c3ccccc3)c2)c1	-6	22	1.8	-0.3	5	5	-0.8	38	-1
N#Cc1c(N)nc(SCC(=O)NCCc2ccccc2)c(C#N)c1-c1cccs1	-2	20	2.2	-0.4	-2	0	-0.2	18	-1
COC(=O)c1sccc1NC(=S)N1CCN(c2ccccc2)CC1	-8	10	1.1	0.9	1	2	-0.1	43	-2
CCC1(C)Cc2sc3c(=O)[nH]c(=S)[nH]c3c2CO1 (configuration not stated)	0	0	1.5	0.3	3	6	1.3	8	5
CN1/C(=C\C=C(/C#N)C(=O)Nc2ccccc2F)C(C)(C)c2ccccc21	-10	6	1.7	2.0	-2	7	1.4	39	-1
O=c1cc(C23CC4CC(CC(C4)C2)C3)[nH][nH]1	-1	8	-0.3	0.9	4	-1	1.6	-23	0
COc1ccc([N+](=O)[O-])cc1NC(=O)C1CCCCC1C(=O)O (configuration not stated)	3	18	0.5	-0.2	4	1	2.3	21	2
Cc1cccc2c1N(C)C(=O)C2=O	4	28	-0.6	-1.1	7	1	-0.1	-2	-2
O=C(COC(=O)c1ccccc1)Nc1ccc(Cl)cn1	0	-7	-0.2	1.4	0	6	0.7	6	-1
O=C(NCCc1ccccc1)N1CCCC(CNS(=O)(=O)Cc2ccccc2)C1 (configuration not stated)	-5	-38	-0.1	0.1	0	9	-0.1	15	1
Cc1onc(-c2ccccc2)c1C(=O)c1ccccc1	-9	-7	18	-1.9	0	0	-3.4	-1	-4
COc1ccc(O)c(C(=O)c2cnc3onc(C(C)C)c3c2)c1	-4	3	2.0	-2.5	-3	3	-2.0	-24	-1
CO/N=C/NC(=O)N1OC[C@@H]2COc3ccc4ccccc4c3[C@@H]21	4	-6	0.7	0.5	-1	3	-1.2	0	-5
O=C(NCc1ccccc1Cl)c1ccc2nnsc2c1	-14	5	29	-0.2	-2	-1	-1.6	3	1
Cc1c(-c2n[nH]c(=S)n2-c2ccc(C(F)(F)F)cc2)nnn1-c1ccccc1	0	17	1.4	0.5	1	6	1.3	-15	1
COc1cccc(OCc2ccc(Cl)cc2)c1C#N	-15	31	2.3	0.3	2	1	0.3	-2	-2
CC1(C)CC(NC(=O)c2cccc3ccccc23)CC(C)(C)N1	-9	16	0.4	0.9	1	1	-0.5	24	-3
CNS(=O)(=O)c1cc(OCC(N)=O)c(C)cc1Cl	-11	17	-1.1	0.3	-2	2	1.8	30	0
Cc1cc2c(c(=O)n1Cc1cccnc1)C(c1ccccc1)C(C#N)=C(N)O2 (configuration not stated)	-5	-12	-3.8	1.0	1	-1	1.9	21	-3
O=[N+]([O-])c1cccc(/C=N/N2CCN(Cc3ccc(Cl)cc3)CC2)c1	-6	-5	2.8	0.5	0	2	0.1	-12	-2
